HP1b chromo inh – inhibitors of HP1-beta chromodomain binding to methylated histone tails | P83916 | Potency, µM (highest dose often 114 µM), for inactives: at the highest dose activity change, negative = inhibition, usual class: inhibitors | 0.56% of 390,000 active | AlphaScreen HP1-beta / biotin-H3K9me3 peptide binding; also: potency is read from the fitted curve at half-maximal effect; nearly all actives have a fitted effect of over 70% in size; inactives centre near 23
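HP1-beta protein (50 nM final) preincubated 30 min at room temperature with biotinylated H3(1-18)K9me3 peptide (50 nM) in PBS pH 7.4, 0.01% Tween-20, then compound added for 30 min. AlphaScreen streptavidin donor/nickel chelate acceptor beads (10 ug/mL final), 30 min dark, luminescence read.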
Pin1 inhibitor – inhibitors of human Pin1; Q13526; Pin1 FP peptide displacement, HiFluor488, 10 min; AID 504891; 0.009% of 390,000 active; Potency, µM (doses to about 115 µM), for inactives: top-dose activity, negative = inhibition, hits mostly inhibitors; active = well fitted inhibition curve with a large enough effect in the polarisation, with a control signal flat, not every such curve was filed as active; inconclusive = small, poorly fitted or top-dose-only effect, or effect the other way, or a change in a side signal; inactive = no such curve, though single readings can be large or run the other way; the % refers to the polarisation; also: potency is read from the fitted curve at half-maximal effect; % is scaled to controls: 0 for no effect and ±100 for the full control effect
BAZ2B block – inhibitors of human BAZ2B bromodomain. Q9UIF8. AlphaScreen BAZ2B-H3K14Ac peptide displacement. Potency, µM (doses to about 114 µM), without a hit: top-dose activity change, negative = inhibition, actives largely listed as inhibitors. 4.4% of 360,000 active; also: potency is read from the fitted curve at half-maximal effect; % is scaled to controls: 0 for no effect and ±100 for the full control effect; nearly all actives have a fitted effect of over 60% in size
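AlphaScreen luminescence quantifies BAZ2B engagement of H3K14Ac peptide; the protein and biotinylated peptide are both at 50 nM final, buffer PBS pH 7.4 with 0.01% Tween-20, all steps at room temperature.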
G9a inh – inhibitors of human histone lysine methyltransferase G9a | Q96KQ7 | G9a H3K9 monomethylation, AlphaScreen, 2 h | Potency, µM (doses to about 102 µM), without a hit: at the top dose activity, negative = inhibition, most hits filed as inhibitors | 8.8% of 350,000 active; also: potency is read from the fitted curve at half-maximal effect; % is scaled to controls: 0 for no effect and ±100 for the full control effect; nearly all actives have a fitted effect of over 75% in size
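Readings reflect AlphaScreen signal from monomethyl-H3K9 antibody detection. HMT at 20 nM; substrate b-H3K9 500 nM; cofactor SAM 20 uM; 2 h RT reaction; compounds tested as titrations in qHTS with 15 min preincubation.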
PI4K2A inh – blocks human PI4K2A kinase activity | Q9BTU6 | purified PI4K2A, ADP-Glo luminescence, 1 h; active compounds read low | activity change, negative = inhibition, % at 76.9 µM | 0.13% of 420,000 active | AID 1346378; in the data active = activity change below about -50%; inconclusive = mostly about -30% to -49%;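 also: -100% = wells without enzyme as full effect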
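ADP-Glo luminescence measured ADP generated by PI4K2A enzyme (4 ug/mL before mixing) with 1.2 mM PI substrate (pre-mix) and 300 microM ATP (pre-mix). Tris pH7.5 buffer with MgCl2, Triton X-100; 1 h reaction at ambient temperature.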
GLS inhibitor – inhibitors of human glutaminase (GLS); GLS enzymatic activity, qHTS titration; Potency, µM (series often up to 45.5 µM), without a hit: top-dose activity change, negative = inhibition, hits mostly inhibitors; 0.21% of 410,000 active; also: potency is read from the fitted curve at half-maximal effect; % is scaled to controls: 0 for no effect and ±100 for the full control effect
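Enzyme dispensed in phosphate buffer (45 mM, pH 8.2, 0.02% Tween-20), compounds pinned in, then 1 mM L-glutamine solution and the glutamate oxidase–HRP–Amplex Red mix added; fluorescence read immediately and again after 30 min at room temperature.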
POLH inh – blocks human DNA polymerase eta activity. 1.2% of 390,000 active. recombinant Pol eta, fluorescent DNA replication assay. Q9Y253. Potency, µM (highest dose often 114 µM), without a hit: at the highest dose activity change, negative = inhibition, most hits filed as inhibitors; also: potency is read from the fitted curve at half-maximal effect; % is scaled to controls: 0 for no effect and ±100 for the full control effect
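Pol eta (10 nM) was preincubated with compounds for 15 min at room temperature, after which fluorescent replication substrate (50 nM final) was added to start the reaction. Fluorescence was read kinetically at 0 and 10 min.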
JMJD2A Tudor inh – inhibitors of human JMJD2A Tudor domain. O75164. AlphaScreen JMJD2A-Tudor / H3K4me3 peptide binding. Potency, µM (doses to about 114 µM), for the others: at the top dose activity change, negative = inhibition, usual class: inhibitors. 4.4% of 390,000 active; also: potency is read from the fitted curve at half-maximal effect; % is scaled to controls: 0 for no effect and ±100 for the full control effect; nearly all actives have a fitted effect of over 50% in size
Target sequence (O75164 whole entry, looked up, the tested form may be a part): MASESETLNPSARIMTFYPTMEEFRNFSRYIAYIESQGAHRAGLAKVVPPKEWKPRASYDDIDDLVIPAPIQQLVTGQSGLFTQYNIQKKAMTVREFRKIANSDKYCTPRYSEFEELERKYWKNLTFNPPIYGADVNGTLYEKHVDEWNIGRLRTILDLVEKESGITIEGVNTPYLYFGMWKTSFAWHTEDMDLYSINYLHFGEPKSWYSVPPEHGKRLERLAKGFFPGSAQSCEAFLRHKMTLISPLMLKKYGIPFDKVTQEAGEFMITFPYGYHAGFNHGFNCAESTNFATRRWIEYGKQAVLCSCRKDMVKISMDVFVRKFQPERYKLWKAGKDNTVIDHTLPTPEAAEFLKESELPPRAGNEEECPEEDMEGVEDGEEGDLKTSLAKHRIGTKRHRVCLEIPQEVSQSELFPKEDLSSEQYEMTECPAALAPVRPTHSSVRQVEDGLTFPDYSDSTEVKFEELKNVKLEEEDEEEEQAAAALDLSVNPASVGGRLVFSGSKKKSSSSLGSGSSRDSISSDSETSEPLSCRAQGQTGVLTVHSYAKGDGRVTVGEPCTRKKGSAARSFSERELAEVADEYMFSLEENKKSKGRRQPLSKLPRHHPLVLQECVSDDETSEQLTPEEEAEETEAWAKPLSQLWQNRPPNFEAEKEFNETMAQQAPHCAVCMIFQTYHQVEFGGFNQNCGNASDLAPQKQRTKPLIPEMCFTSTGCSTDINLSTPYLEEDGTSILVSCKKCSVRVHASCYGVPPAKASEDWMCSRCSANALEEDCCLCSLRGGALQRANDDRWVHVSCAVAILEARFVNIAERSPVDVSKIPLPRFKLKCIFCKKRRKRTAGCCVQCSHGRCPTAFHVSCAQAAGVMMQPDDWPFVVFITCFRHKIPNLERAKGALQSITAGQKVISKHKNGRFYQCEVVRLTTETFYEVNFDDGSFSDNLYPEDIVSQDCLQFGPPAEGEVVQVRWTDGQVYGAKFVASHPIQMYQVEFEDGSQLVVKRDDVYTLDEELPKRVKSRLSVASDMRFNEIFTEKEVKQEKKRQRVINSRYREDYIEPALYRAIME
Tb PGK inh – T. brucei PGK inhibition | PGK/GAPDH coupled, Kinase-Glo luminescence, 60 min | Potency, µM (series often up to 57.5 µM), for the others: at the top dose activity change, negative = inhibition, hits mostly inhibitors | 0.043% of 380,000 active | AID 602233; also: potency is read from the fitted curve at half-maximal effect; % is scaled to controls: 0 for no effect and ±100 for the full control effect; nearly all actives have a fitted effect of over 60% in size
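Luminescent ATP detection (Kinase-Glo Plus) follows a 60-minute room-temperature incubation, with wells lacking PGK as controls. Buffer: 100 mM TEA (pH 7.6), 5 mM MgCl2, 0.01% Tween-20. Coupling enzyme GAPDH (100 nM final) supplies unstable 1,3-BPG in-well.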
An asterisk follows results filed as active; i = inactive; ? = inconclusive; / = no result given; & = joins results of further samples; [ ] = remark or other dose. Unless noted, calls follow the shape of the dose curve; as a rule, active = well fitted curve in the direction sought with a large enough effect; inconclusive = small, poorly fitted or top-dose-only effect, or another doubt; inactive = no such curve, though single readings can be large; an effect the other way counts as inactive or inconclusive. A portion of the library (hit frequency here may not be typical).

SMILES	HP1b chromo inh	Pin1 inhibitor	BAZ2B block	G9a inh	PI4K2A inh	GLS inhibitor	POLH inh	JMJD2A Tudor inh	Tb PGK inh
CCC1S/C(=N\S(=O)(=O)c2cccs2)N(C2CCCCC2)C1=O (centres undefined)	41%[activator]	-3%	0%	16%	3	-1%	-8%	6%[57.1 µM]	-8%
COCCn1c(CN2CC(C)CC(C)C2)nc2c1c(=O)n(C)c(=O)n2C (centres undefined)	33%	8%	6%	-51%	-5	-1%	-3%	-15%	-2%
Cc1cccc(N(C(=O)Cn2nnc3ccccc32)C(C(=O)NCc2ccco2)c2ccncc2)c1 (centres undefined)	6%	3%	-27%	-43%[12.7 µM]	-9	2%	-7%	-12%	-6%
COC(=O)c1ccc(NC(=O)CN(c2ccc(C)cc2)S(=O)(=O)c2c(C)n[nH]c2C)cc1	7%	4%	3%	5%	-1	-1%	-2%	-14%	i
O=C(NC(=S)NC1CCC(O)CC1)c1ccco1 (centres undefined)	12%	-9%	/	/	3	14%	-20%	-13%	-6%
CCc1nn2c(=O)cc(COC(=O)C(c3ccccc3)c3ccccc3)nc2s1	58%[activator]	1%	-14%	1%[59 µM]	-11	1%	-14%	-21%	i
O=C1c2ccccc2C(O)N1CCN1CCOCC1 (centres undefined)	33%	-3%	2%	-6%[59 µM]	-2	-6%	-13%	-8%	-3%
Cc1ccc2c(c1)N(CC(=O)NCCc1ccccc1)C(=O)CO2	20%	-3%	6%	4%[59 µM]	-2	3%	-1%	-16%	-7%
CCn1c(=O)n(-c2ccc(F)c(Cl)c2)c(=O)c2c3c(sc21)CN(C(C)=O)CC3	41%[activator]	8%	2%	5%[59 µM]	-6	-4%	1%	5%	i
C[C@@H](C(=O)N1CCNCC1)n1cc(CCCN=C(N)N)nn1	28%	-5%	-37%	?	-7	-5%	-9%	-23%	-8%
CC(C)NC(=O)c1ccc(N(Cc2ccccc2)S(C)(=O)=O)cc1	44%	-2%	-12%	-3%	-20	5%	8%	-10%	4%
COc1ccc(N2CCN(C(=O)CN(c3ccc(OC)cc3)S(=O)(=O)c3ccccc3)CC2)cc1	-18%	10%	?	40µM*	6	18%	-19%	?	1%
Cc1ccc(S(=O)(=O)Nc2ccc(Cl)cc2C(=O)c2ccc(F)cc2)cc1	3%	2%	-8%	17%[59 µM]	3	6%	-8%	-29%	-3%
COc1ccc(CCNC(=O)C(=O)Nc2ccc3c(c2)OCCO3)cc1OC	48%[activator]	0%	0%	11%	-11	-6%	-17%	17%	-6%
CC(=O)Nc1ccc(-c2nnc3n(Cc4ccc(C)cc4)c(=O)c4ccccc4n23)cc1	65%[activator]	0%	16%	-5%[59 µM]	1	-2%	-15%	-15%	i
COc1ccc(N(C(=O)CSCC(=O)Nc2cc(C)on2)C(C(=O)NC2CCCCC2)c2ccc(O)c(O)c2)cc1 (centres undefined)	?	0%	4%	?	1	16%	-1%	-30%	i
CCOC(=O)C1=CN(Cc2ccco2)S(=O)(=O)N(C)C1c1ccccc1 (centres undefined)	39%[activator]	-1%	/	/	-2	-1%	-12%	-25%	-8%
CC(C)CC(C(=O)NC(C)(C)C)N(CC1CCCO1)C(=O)c1snc(C(N)=O)c1N (centres undefined)	14%	2%	2%	49%	1	3%	3%	-5%	6%
CCCc1cc(-n2ccnc2)n2c(nc3ccccc32)c1C#N	37%	?	-5%	40µM*	4	-8%	?	8%	-8%
CCCCCN(C(=O)CCC(=O)OCC(=O)Nc1ccc(C)cc1F)c1c(N)n(CCCC)c(=O)[nH]c1=O	27%	11%	-13%	11%	1	-2%	-11%	-1%	-2%
CCN1CCN(c2nc3c(c(=O)n(C)c(=O)n3C)n2CCSc2ncccn2)CC1	25%	-1%	7%	3%[12.7 µM]	-13	6%	-8%	-7%	-2%
O=C1OCCC1=COCCCCCOC=C1CCOC1=O	/	/	/	/	6	1%	1%	/	-3%
C=CCn1c(COc2ccccc2F)nnc1SCC(=O)N1CC(=O)Nc2ccccc21	25%	-6%	-4%	3%[12.7 µM]	-4	4%	-15%	6%	1%
CCCCCCN1CC(=O)N2[C@@H](Cc3c([nH]c4ccccc34)C2(C)C)C1=O	21%	0%	2%	11%	-1	3%	-14%	1%	/
O=C(NC(=S)Nc1ccc2[nH]c(=O)[nH]c2c1)c1cccc(F)c1	6%	2%	0%	?	-2	-15%	-18%	-16%	4%
Cc1sc2ncnc(OCC(=O)NC(C)C(C)C)c2c1C (centres undefined)	24%	-2%	4%	10%[12.7 µM]	7	-2%	1%	6%	-6%
COc1ccc2c(c1)C(C)(CCN)C(=O)N2C (centres undefined)	31%	-3%	/	/	-1	1%	1%	-10%	-7%
Cc1ccc(CS(=O)Cc2ccc(C(=O)NCc3ccccc3Br)o2)cc1 (centres undefined)	23%	-8%	-12%	-11%	5	4%	-7%	-11%	-4%
Cc1cc2c(cc1S(=O)(=O)C(C)CC(=O)NC1CCC(C)CC1)OCC(=O)N2 (centres undefined)	-2%	-11%	-10%	-27%[59 µM]	-6	-1%	-18%	-12%	i
O=C(NCCCCCCNC(=O)c1ccncc1)c1ccncc1	26%	-14%	12%	/	3	-14%	-22%	-8%	0%
CCc1ccc(-n2nc(C)c3c(C(=O)N4CCN(c5ccccc5)CC4)cc(C)nc32)cc1	45%[activator]	3%	1%[57.1 µM]	-27%[59 µM]	-2	3%	?	-15%	-4%
Cc1cccc(CN2CCN(CC(C)C)C(CCO)C2)n1 (centres undefined)	17%	1%	-27%	-1%[12.7 µM]	-8	8%	-3%	-21%	-5%
COc1ccc(/C(O)=C2\C(=O)C(=O)N(CCN(C)C)C2c2cccc(OC)c2OC)cc1Cl (centres undefined)	3%	-5%	?	45µM*	0	13%	-7%	?	2%
Cc1ccc(NC(=O)C2CCCN(S(=O)(=O)c3c(C)noc3C)C2)c(Br)c1 (centres undefined)	43%[activator]	4%	-7%	/	-4	8%	7%	-10%	1%
Cn1c2ccc(F)cc2c2ncn(Cc3ccco3)c(=O)c21	23%	4%	-3%	-28%[59 µM]	-2	-4%	-16%	-12%	-7%
Cc1cccc(Nc2nnc(SC(C)C(=O)NC3CC3)s2)c1 (centres undefined)	26%	-1%	4%	?	4	19%	8%	-13%	-5%
O=C1C2CCCN2C(c2cccs2)N1c1ccc(F)cc1 (centres undefined)	28%	-2%	2%	-4%	-1	6%	-17%	-15%	-8%
Cc1cc(C(=O)NC2CCCCC2)on1	40%[activator]	1%	-3%	/	3	-12%	-4%	-14%	-7%
N=C(N)SCc1ccccn1	-4%	-9%	35µM*	?	-1	-3%	-6%	22µM*	-3%
CCOc1ccccc1C1CC(=O)Oc2c1c(=O)n(C)c1ccccc21 (centres undefined)	25%	1%	-15%	8%[59 µM]	-2	-1%	-4%	5%	-1%
CCOC(=O)Nc1cc2c(cc1[N+](=O)[O-])-c1ccccc1C2=O	30%	8%	/	/	1	0%	-25%	-20%	5%
CCc1ccccc1NC(=O)C1CCN(c2cnccn2)CC1	12%&33%	1%&-4%	-10%&-23%	-10%	3&-1	-4%&14%	-14%&-5%	0%&-14%	-5%
O=[N+]([O-])c1ccc(CSCc2ccc([N+](=O)[O-])cc2)cc1	-9%	9%	/	/	2	10%	-12%	-10%	5%
CSc1ccc(/C=C/C(=O)OCC(=O)NC2CC2)cc1	16%	-2%	10%	-14%[12.7 µM]	-3	12%	-2%	-15%	-9%
CC(CNC(=O)CCS(=O)(=O)c1cc2c(cc1Cl)NC(=O)CO2)c1ccccc1 (centres undefined)	63%&43%[activator]	0%&2%	-24%&-1%	-4%	2&1	-6%&1%	-7%&-14%	-19%&-2%	-3%&-3%
O=C1CN(Cc2ccccc2)CC(=O)N1	46%	2%	/	/	0	-1%	-12%	-4%	-8%
CC(C)Oc1ccc(C(=O)Nc2c(C(=O)Nc3cccc(F)c3)oc3ccccc23)cc1	18%	2%	-2%	?	1	-1%	-21%	-8%	-1%
O=C(Nc1ccc(N2CCCCC2)cc1)c1cccnc1	-4%	10%	-1%	?	-12	42%[activator]	-13%	-30%	-4%
COc1cc(/C=C(\C#N)c2nc3ccc(C)cc3[nH]2)cc([N+](=O)[O-])c1O	35µM*	/	13µM*	/	-4	?	22µM*	40µM*	-16%
C=CCn1c(SCc2ccc(F)cc2)nc2c1c(=O)[nH]c(=O)n2C	40%[activator]	22%	-6%	?	5	1%	-18%	-8%	9%
CCN(CC)CCNC(=O)c1ccc(NC(=O)CC(NC(=O)c2ccccc2Cl)c2ccccc2)cc1 (centres undefined)	4%	-1%	-10%	24%	-3	7%	-9%	-12%	4%
Cc1ccc(S(=O)(=O)N(C)C[C@H]2Oc3cc(Br)ccc3S(=O)(=O)N([C@H](C)CO)C[C@H]2C)cc1	/	/	/	/	-1	-7%	-25%	/	-3%
Cc1cc(-c2sccc2C)nc(-n2cccc2)n1	89%	3%	32%	1%[12.7 µM]	6	1%	-11%	50%[activator]	i
C(=N\N1CCN(Cc2ccccc2)CC1)/c1ccc(-c2ccccc2)cc1	20%	-3%	-12%	-8%	0	0%	-8%	-22%	6%

Exported with each value named: entries from further up
> Cc1ccc2c(c1)N(CC(=O)NCCc1ccccc1)C(=O)CO2
  HP1b chromo inh: 20%; Pin1 inhibitor: -3%; BAZ2B block: 6%; G9a inh: 4%[59 µM]; PI4K2A inh: -2; GLS inhibitor: 3%; POLH inh: -1%; JMJD2A Tudor inh: -16%; Tb PGK inh: -7%
> CCn1c(=O)n(-c2ccc(F)c(Cl)c2)c(=O)c2c3c(sc21)CN(C(C)=O)CC3
  HP1b chromo inh: 41%[activator]; Pin1 inhibitor: 8%; BAZ2B block: 2%; G9a inh: 5%[59 µM]; PI4K2A inh: -6; GLS inhibitor: -4%; POLH inh: 1%; JMJD2A Tudor inh: 5%; Tb PGK inh: i

Screens from PubChem.
